CCR6 antagonist = CCR6 (human) receptor antagonism; 340,000 tested, 0.49% active; inhibition, % at 20 µM; CHO-K1 CCR6 PathHunter beta-arrestin, luminescence, CCL20-stimulated; P51684; AID 493098;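 active means compounds whose inhibition of the agonist-driven luminescence signal at 20 µM reaches about 50%, limit read from the data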;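 further: cells stimulated with CCL20 at 14 nM final; plate controls were DMSO with CCL20 for no effect and DMSO without agonist for full effect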
EBI2 block = EBI2 (human) antagonism; P32249; EBI2 beta-arrestin recruitment, luminescence, 7a,25-OHC stimulated; inhibition, % at 5 µM; 360,000 tested, 0.81% active; AID 651636; in the data active means inhibition above about 38%;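 further: enzyme fragment complementation signal reports receptor beta-arrestin coupling in cells; 0% = agonist plus DMSO wells and 100% = wells without agonist; some results beyond the cut were filed as inactive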
Target sequence (P32249 whole entry, looked up, the tested form may be a part): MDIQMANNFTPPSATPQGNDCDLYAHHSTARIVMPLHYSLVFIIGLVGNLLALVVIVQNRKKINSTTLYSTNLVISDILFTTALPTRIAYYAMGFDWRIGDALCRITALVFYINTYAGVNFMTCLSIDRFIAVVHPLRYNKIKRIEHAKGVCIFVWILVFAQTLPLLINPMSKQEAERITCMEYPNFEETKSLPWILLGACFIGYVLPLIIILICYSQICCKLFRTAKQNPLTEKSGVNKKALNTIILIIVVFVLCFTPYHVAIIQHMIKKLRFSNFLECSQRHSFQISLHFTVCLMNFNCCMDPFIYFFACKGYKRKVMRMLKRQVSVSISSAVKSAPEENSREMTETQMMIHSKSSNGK
Mdm2 MdmX PPI = human Mdm2/MdmX binding inhibition | O15151+Q00987 | SaOS-2 split-luciferase Mdm2/MdmX complementation, luminescence | inhibition, % at 8 µM | 330,000 tested, 3% active;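 active means inhibition of at least 50% at 8 µM in the primary screen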
APJ agonist = agonists of human APJ apelin receptor; P35414; CHO-K1 APJ PathHunter beta-arrestin, luminescence; 0% DMSO wells, 100% apelin; activation, % at 20 µM; 330,000 tested, 0.11% active;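 active means activation more than six SD over the plate average, tested at 20 µM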;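 further: 0% = DMSO alone and 100% = apelin-13 at 10 nM; some results filed as inactive read as strong as hits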
Target sequence (P35414 whole entry, looked up): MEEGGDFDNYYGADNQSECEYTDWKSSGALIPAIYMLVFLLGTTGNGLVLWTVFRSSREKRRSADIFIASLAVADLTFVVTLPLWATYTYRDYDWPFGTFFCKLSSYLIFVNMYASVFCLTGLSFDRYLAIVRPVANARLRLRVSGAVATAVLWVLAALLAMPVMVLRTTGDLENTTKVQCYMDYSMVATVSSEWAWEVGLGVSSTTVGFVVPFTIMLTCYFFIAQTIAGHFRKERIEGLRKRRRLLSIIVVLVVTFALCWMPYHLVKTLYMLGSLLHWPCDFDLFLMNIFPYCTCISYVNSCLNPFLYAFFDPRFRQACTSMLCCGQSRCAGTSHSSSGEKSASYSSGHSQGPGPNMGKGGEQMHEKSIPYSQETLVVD
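Assay system: engineered CHO-K1 APJ arrestin reporter cells; Amount: 1000 CHO-K1 reporter cells seeded per well; Dosing: one dose, 20 µM compound, 1% DMSO; Times: compound stimulation 90 min at 25 °C, detection 60 min; Measured by: luminescent beta-gal fragment complementation, chemiluminescent substrate; Read-out: APJ–arrestin association signal; Controls: DMSO vs Apelin-13 10 nM.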
APJ antagonist = blocks the human apelin receptor APJ; AID 2521; inhibition, % at 20 µM; 330,000 tested, 0.32% active; CHO-K1 APJ beta-arrestin complementation, luminescence; P35414;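 active means inhibition above about 40% at 20 µM, limit read from the data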;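 further: cells challenged with 10 nM apelin-13 agonist together with compound; plate controls were apelin-13 plus DMSO wells for no effect and DMSO wells lacking apelin-13 for full effect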
UPR XBP1 act = adaptive UPR (XBP1) activation | CHO-XBP1 luciferase reporter, IRE1-XBP1 UPR activation, luminescence; percent of tunicamycin response, DMSO as zero | activation, % at 20 µM | AID 463104 | 330,000 tested, 0.33% active;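 active means versus positive control, 20 µM dose yields 30% or more activation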;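 further: 100% = tunicamycin at 10 µg/mL and 0% = DMSO only wells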
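Material: CHO cell line with stable XBP1 luciferase reporter; schedule: 16-18 h cell attachment at 37 °C, then 6 h compound exposure; signal: glow luminescence from Steady-Glo reagent; medium: serum-containing F12 medium, 10% FBS; benchmarks: tunicamycin 10 µg/mL and vehicle-only wells; read-out: percent activation relative to tunicamycin reference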
tim23-1 inh = growth inhibitors of tim23-1 mutant yeast | 330,000 tested, 1.3% active | S. cerevisiae tim23-1 growth, BacTiter-Glo luminescence, 24 h | inhibition, % at 20 µM;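 active means growth inhibition of the mutant yeast at or above 50%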;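 further: temperature-sensitive mutant grown at 25 °C; plate controls were DMSO-treated mutant yeast for no effect and medium wells lacking yeast for full effect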
UPR CHOP act = activators of apoptotic arm of unfolded protein response (CHOP). CHO-CHOP luciferase reporter, UPR activation, luminescence; percent of tunicamycin response over DMSO baseline. activation, % at 10 µM. 330,000 tested, 0.34% active. AID 449763;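 active means at 10 µM dose, activation of 40% or more, normalized to positive control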;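 further: 100% = tunicamycin at 10 µg/mL and 0% = DMSO alone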
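System: CHO CHOP reporter cells. Amount: 500 cells per well. Buffer or medium: F12 medium, 10% FBS. Compound dosing: one dose, 10 µM in 0.5% DMSO. Incubation: 6 h compound exposure at 37 °C after overnight seeding. Technique: Steady-Glo luciferase luminescence. Benchmarks: tunicamycin and DMSO controls.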
CXCR6 inh = CXCR6 (human) receptor inhibition. inhibition, % at 20 µM. 360,000 tested, 0.36% active. CHO-K1 PathHunter CXCR6 beta-arrestin, luminescence; in the data active means inhibition above about 34%, passing the limit was not always enough;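 further: antagonist mode with CXCL16 agonist at 10 nM final; 0% = 10 nM CXCL16 with DMSO and 100% = unstimulated wells without agonist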
Target sequence (O00574 whole entry, looked up): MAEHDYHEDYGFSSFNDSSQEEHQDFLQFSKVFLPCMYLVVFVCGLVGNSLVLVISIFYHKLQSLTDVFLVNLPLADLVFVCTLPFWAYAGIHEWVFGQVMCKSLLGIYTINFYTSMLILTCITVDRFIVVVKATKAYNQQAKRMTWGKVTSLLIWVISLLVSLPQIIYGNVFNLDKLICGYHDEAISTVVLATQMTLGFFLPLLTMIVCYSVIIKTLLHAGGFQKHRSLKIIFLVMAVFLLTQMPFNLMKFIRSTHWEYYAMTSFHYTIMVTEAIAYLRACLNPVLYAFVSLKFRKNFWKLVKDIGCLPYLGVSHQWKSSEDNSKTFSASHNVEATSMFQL
An asterisk follows results filed as active; & = joins results of further samples. The list is partial; the hit share may differ from the screen's.

Order of values: CCR6 antagonist | EBI2 block | Mdm2 MdmX PPI | APJ agonist | APJ antagonist | UPR XBP1 act | tim23-1 inh | UPR CHOP act | CXCR6 inh
Cc1nnc(SCC(=O)NNC(=O)c2ccco2)n1-c1ccccc1
    12 | 0 | 10 | 0 | 14 | 0 | -6 | 0.5 | -1
COc1ccc(N(CC(=O)N/N=C/c2ccccc2OC)S(=O)(=O)c2ccccc2)cc1
    8 | 4 | -3 | -1 | -11 | -7 | 7 | 4.6 | -3
CC(C)N(Cc1ccccc1)C(=S)Nc1ccccc1F
    -8 | -5 | 9 | -4 | 9 | 1 | 33 | 1.0 | 5
O=C(NCCCN1CCCC1)c1ccc2c(Cl)c3c(nc2c1)CCCC3
    18 | 1 | 72* | 0 | 10 | 1 | 20 | -2.1 | 1
COc1ccccc1CNC(=O)COC(=O)C1=COCCO1
    8 | -12 | 6 | 3 | -51 | -1 | 1 | 0.1 | 4
O=C(COc1ccc([N+](=O)[O-])cc1)NC(C(=O)O)C(O)c1cccc([N+](=O)[O-])c1 (stereo unspecified)
    2 | 2 | 3 | -4 | 4 | 5 | 9 | 0.5 | 7
O=C(Nc1ccccc1)Nc1ncc([N+](=O)[O-])s1
    35 | -5 | -26 | -5 | 4 | -5 | 21 | 1.2 | 14
CC(C)C(=O)Nc1ccc(NC(=O)c2ccco2)cn1
    -10 | -2 | 4 | -6 | -4 | 3 | 6 | 3.9 | -8
Cc1c(C)n2c(SCC(=O)N3CCCC3)nnc2[nH]c1=O
    21 | 2 | -2 | 6 | -53 | 2 | 14 | 4.5 | -7
CCN(CC)C(=O)CSc1nnc([C@H](CCSC)NC(=O)OC(C)(C)C)o1
    10 | 1 | -4 | -6 | 20 | 0 | 10 | 0.2 | 1
COc1ccc(S(=O)(=O)Nc2cc([N+](=O)[O-])ccc2OC)cc1
    12 | -4 | 7 | -1 | 23 | -1 | 13 | 5.6 | 16
CCOc1ccc(CN(C(=O)/C=C/c2ccco2)C2CCS(=O)(=O)C2)cc1 (stereo unspecified)
    9 | 7 | -13 | -2 | 15 | -4 | 10 | 2.0 | 5
CC(C)c1ccc(NC(=O)CN2C(=O)NC(Cc3c[nH]c4ccccc34)C2=O)cc1 (stereo unspecified)
    -9 | 8 | 27 | 0 | 9 | -2 | 1 | -0.6 | -6
CSCCC(=O)Nc1ccc(C(C)=O)cc1
    -4 | 0 | 5 | -4 | 19 | -1 | 3 | 2.3 | -3
Cc1ccc(C)c(NC(=O)CN2C(=O)NC(CCc3ccccc3)C2=O)c1 (stereo unspecified)
    8 | 0 | 13 | -2 | -1 | -2 | 9 | 2.7 | -4

Entries listed above that bear a hit mark in Mdm2 MdmX PPI.
compound	CCR6 antagonist	EBI2 block	Mdm2 MdmX PPI	APJ antagonist	UPR XBP1 act	CXCR6 inh
O=C(NCCCN1CCCC1)c1ccc2c(Cl)c3c(nc2c1)CCCC3	18	1	72*	10	1	1

Next section
Order of values: CCR6 antagonist | EBI2 block | Mdm2 MdmX PPI | APJ agonist | APJ antagonist | UPR XBP1 act | tim23-1 inh | UPR CHOP act | CXCR6 inh
CC1=CC(C)C2COC(c3ccc[n+](C)c3)C1C2C (stereo unspecified)
    6 | -12 | -4 | 1 | 14 | 2 | 2 | 0.0 | 2
CC[N+](CC)(CC)CC(=O)Nc1c(C)cccc1C
    8 | 3 | 3 | 1 | 21 | -1 | 11 | 1.1 | -1
CCOC(=O)Cc1csc(NC(=O)CCc2ccc(S(=O)(=O)N3CCOCC3)cc2)n1
    -2 | -4 | 2 | -4 | -2 | 0 | 13 | -1.6 | 0
Cc1noc(NS(=O)(=O)c2ccc(NC(=O)c3cnc4n(c3=O)CCS4)cc2)c1C
    3 | -14 | -32 | -3 | -5 | -3 | 14 | 0.3 | 0
O=C(NC12CC3CC(CC(C3)C1)C2)c1ccc(-c2ccccc2Cl)o1
    11 | 37 | -104 | -4 | 11 | -4 | 14 | 5.8 | 27
Cc1[nH]n2c(=O)cc(C(C)C)nc2c1-c1ccccc1
    13 | -16 | 1 | -3 | -4 | 0 | -3 | -1.1 | 0
CCCC(=O)Nc1c2c(nn1-c1cccc(C)c1C)CS(=O)(=O)C2
    -4 | 2 | 14 | -2 | 8 | 0 | 6 | 0.1 | 4
C[C@@H]1CN([C@@H](C)CO)C(=O)c2cc(NC(=O)Nc3ccc(F)cc3)ccc2O[C@@H]1CN(C)Cc1ccc(Oc2ccccc2)cc1
    -13 | -18 | 94* | -2 | -3 | 9 | 23 | 14 | -12
Cc1csc(C(C)N(C)C(=O)CCc2nnc(CCc3ccccc3)o2)n1 (stereo unspecified)
    -10 | 4 | -24 | -4 | -1 | 0 | 29 | 1.3 | -2
Cc1ccc(NC(=O)c2cc(C)no2)cc1
    18 | -2 | 3 | -2 | 11 | -1 | -2 | 3.5 | -2
Cc1cc(N=NC(=O)c2ccccc2)ccc1O
    -13 | 0 | -4 | 1 | -18 | -1 | 3 | 1.8 | 0
COc1ccc(C(=O)Nc2ccc(S(=O)(=O)Nc3onc(C)c3C)cc2)cc1
    9 | -13 | 9 | -6 | -2 | 2 | -3 | -2.8 | 4
COc1cc(/C=C/CN2CCC(CO)(CC3CCCCO3)CC2)ccc1O (stereo unspecified)
    6 | -6 | 14 | -4 | -2 | 3 | 4 | -2.6 | -3
CCOC(=O)C1CCCN(S(=O)(=O)c2cccc3nsnc23)C1 (stereo unspecified)
    2 | 6 | 8 | -6 | 16 | -8 | 16 | -2.3 | -2
COc1ccc(OC)c(C2N(c3ccc(Cl)cc3)C(=O)C3CCCN32)c1 (stereo unspecified)
    5 | -4 | 31 | -3 | -3 | -3 | 10 | -0.9 | -12

New compounds follow:
Order of values: CCR6 antagonist | EBI2 block | Mdm2 MdmX PPI | APJ agonist | APJ antagonist | UPR XBP1 act | tim23-1 inh | UPR CHOP act | CXCR6 inh
NC(=O)CC(NC(=O)Cc1cccc2ccccc12)c1ccc(N2CCN(c3ccccn3)CC2)c([N+](=O)[O-])c1 (stereo unspecified)
    7 | 11 | 14 | 0 | -12 | -2 | -6 | 3.3 | 4
Clc1ccc(-c2cnc(Oc3ccccc3)nc2)cc1
    14 | 73* | -71 | -5 | 19 | -1 | 16 | 5.4 | -6
OCCN(CCO)Cc1csc2ccccc12
    7 | -9 | 36 | -2 | 13 | 2 | 5 | 0.0 | -9
CN(C)c1ccc(/C=N/NC(=O)CN(c2cccc(Cl)c2)S(C)(=O)=O)cc1Br
    9 | 17 | 20 | 0 | 6 | 1 | 11 | -2.0 | -7
COc1cccc(-n2c(SCC(=O)Nc3cc(C)on3)nc3ccccc3c2=O)c1
    -8 | -5 | 8 | -2 | 4 | 3 | 15 | 2.8 | -5
COC(=O)c1ccccc1NC(=O)CSc1nnc(-c2ccc(OC)cc2)n1C
    0 | -7 | 0 | 0 | 11 | -1 | 19 | 0.3 | 1
COc1ccccc1NS(=O)(=O)c1ccc(C(=O)NCCCn2ccnc2)cc1
    -14 | 2 | 16 | -4 | 14 | -2 | 2 | -0.2 | 1
CC(C)(C)NC(=O)[C@@H]1C[C@@H]2CCCC[C@@H]2CN1C[C@@H](O)[C@H](Cc1ccccc1)NC(=O)[C@H](CC(N)=O)NC(=O)c1ccc2ccccc2n1
    -8&-4 | 20&9 | 36 | 4 | -6 | -3 | -2 | -0.3 | 6&-3
Cc1sc2nc(CSCC(=O)Nc3cc(F)ccc3F)[nH]c(=O)c2c1C
    8 | -7 | 7 | -3 | 28 | -1 | 14 | 0.2 | 0
CC1(c2ccc(OC(F)F)cc2)NC(=O)N(CC(=O)Nc2cccc(F)c2)C1=O (stereo unspecified)
    14 | -4 | -49 | 0 | 1 | 8 | 1 | 1.3 | -6
CCCNC(=O)c1cc2c(C(F)(F)F)nn(C)c2s1
    -1 | 2 | 15 | -3 | 11 | 3 | 6 | -1.2 | 3
CC(=O)Nc1ccc(S(=O)(=O)Nc2nc3ccccc3nc2Nc2ccc(C(=O)O)c(O)c2)cc1
    8 | -11 | 21 | 1 | 0 | 0 | 0 | 1.1 | 7
COc1ccc(C2C(C(C)=O)=C(C)Nc3ncnn32)cc1OC (stereo unspecified)
    -14 | -25 | -29 | -3 | 0 | 1 | 5 | 0.8 | -7
COc1cccc(OC)c1C(=O)OCC(=O)NCC(C)C
    5 | -4 | -24 | -2 | -4 | -1 | 10 | -0.4 | -1
CCOC(=O)C1C(=O)NC(N2CCN(CC)CC2)=NC1c1ccccc1 (stereo unspecified)
    -6 | 7 | -8 | 0 | 2 | -3 | 16 | -0.1 | -4

Following part.
Order of values: CCR6 antagonist | EBI2 block | Mdm2 MdmX PPI | APJ agonist | APJ antagonist | UPR XBP1 act | tim23-1 inh | UPR CHOP act | CXCR6 inh
CCOc1cc(C2C3=C(CCCC3=O)N(CC(=O)O)C3=C2C(=O)CCC3)ccc1OC
    -13 | -9 | 2 | 5 | -2 | -3 | -17 | 1.4 | -9
C=CCNC(=S)N/N=C(\C)c1cccc(NC(C)=O)c1
    -25 | -7 | -19 | -2 | -8 | 2 | 8 | -0.2 | -1
CS(=O)(=O)N(CCc1ccccc1)CC(N)=O
    7 | -5 | 0 | 2 | 13 | -1 | 11 | -0.3 | -2
CCc1ccc(C(=O)/C=C/NCc2ccc(F)cc2)cc1
    10 | 1 | 16 | 3 | -32 | -1 | 29 | 6.4 | 5
O=C(COC(=O)c1cccs1)NC1CCCC1
    -2 | -8 | -14 | 0 | 9 | 4 | 3 | 2.0 | 0
CC(C)(C)S(=O)(=O)c1cnc2c(-c3ccc(Cl)cc3)cnn2c1N
    2 | 43 | -1 | -1 | -3 | 9 | 14 | 5.3 | -3
COC(=O)C1CCN(C(=O)c2sc3nc(-c4ccc(F)cc4)cn3c2C)CC1
    7 | -2 | 15 | -1 | 10 | -2 | 40 | 0.0 | -2
CCN(CC(=O)NCc1ccc(F)cc1)C(=O)c1ccc(C)o1
    7 | 8 | 16 | -2 | -2 | 0 | 13 | -1.4 | -1
COc1ccc(C2=NO[C@@H]3C(=O)N(c4cccc(C)c4C)C(=O)[C@H]23)cc1OC
    -4 | 2 | 10 | 3 | 21 | -1 | 4 | 1.3 | -2
CCC(C)NC(=O)CN(c1ccc2c(c1)OCO2)S(=O)(=O)c1c(C)n[nH]c1C (stereo unspecified)
    -9 | -1 | 21 | -3 | 8 | -3 | 1 | 0.1 | -8
COC(=O)NCC12CC3CC(C1)CC(CNC(=O)OC)(C3)C2
    -8 | -10 | 16 | -4 | 3 | 1 | 7 | 1.7 | -7
O=C(OCc1ccccc1)N1CCOCCN(C(=O)OCc2ccccc2)CCOCC1
    8 | 3 | 20 | -1 | 0 | -3 | 29 | 1.9 | -2
O=C1CSc2ccc(C(=O)O)cc2N1
    1 | -1 | -11 | -3 | -9 | -3 | -4 | -1.7 | -6
